Source: PubChem
APJ antagonist – blocks the human apelin receptor APJ. P35414. CHO-K1 APJ beta-arrestin complementation, luminescence. inhibition, % at 20 µM. actives 0.32% (n = 330,000). AID 2521;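 active = inhibition above about 40% at 20 µM, limit read from the data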;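 note: cells challenged with 10 nM apelin-13 agonist together with compound; plate controls were apelin-13 plus DMSO wells for no effect and DMSO wells lacking apelin-13 for full effect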
tim23-1 inh – tim23-1 yeast growth inhibition. inhibition, % at 20 µM. S. cerevisiae tim23-1 growth, BacTiter-Glo luminescence, 24 h. actives 1.3% (n = 330,000);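 active = growth inhibition of the mutant yeast at or above 50%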;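 note: temperature-sensitive mutant grown at 25 °C; plate controls were DMSO-treated mutant yeast for no effect and medium wells lacking yeast for full effect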
Jurkat NFkB inh – inhibitors of the PMA/ionomycin-induced NF-kB reporter in Jurkat cells. PMA/ionomycin-induced NF-kB luciferase reporter, luminescence. inhibition, % at 4 µM. actives 0.53% (n = 330,000). AID 435003; in the data active = inhibition above about 50%
UPR CHOP act – activators of apoptotic arm of unfolded protein response (CHOP); activation, % at 10 µM; actives 0.34% (n = 330,000); CHO-CHOP luciferase reporter, UPR activation, luminescence; percent of tunicamycin response over DMSO baseline;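 active = at 10 µM dose, activation of 40% or more, normalized to positive control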;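 note: 100% = tunicamycin at 10 µg/mL and 0% = DMSO alone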
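System: CHO-CHOP luciferase reporter cell line; amount: 500 cells/well; buffer or medium: F12 medium containing 10% fetal bovine serum; incubation: 6 h compound exposure at 37 °C after overnight seeding; measured by: luciferase luminescence after 10 min with Steady-Glo reagent; evaluation: % reporter activation, DMSO baseline versus tunicamycin full activation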
697 NFkB inh – inhibitors of the PMA/ionomycin-induced NF-kB reporter in 697 B cells; 697 B-cell NF-kB luciferase reporter, 16 h; inhibition, % at 4 µM; actives 0.33% (n = 330,000); in the data active = inhibition above about 35%
UPR XBP1 act – activators of adaptive arm of unfolded protein response (XBP1). CHO-XBP1 luciferase reporter, IRE1-XBP1 UPR activation, luminescence; percent of tunicamycin response, DMSO as zero. activation, % at 20 µM. actives 0.33% (n = 330,000). AID 463104;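 active = versus positive control, 20 µM dose yields 30% or more activation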;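 note: 100% = tunicamycin at 10 µg/mL and 0% = DMSO only wells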
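Test system: CHO-XBP1 luciferase reporter cells | Buffer or medium: Serum-containing F12 medium, 10% FBS | Schedule: 6 h compound exposure at 37 °C, 5% CO2 | Detection: Steady-Glo luciferase glow luminescence, 10 min after reagent addition | Read-out basis: Activation, % of tunicamycin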
Mdm2-MdmX inh – inhibitors of human Mdm2/MdmX interaction. inhibition, % at 8 µM. AID 485346. actives 3% (n = 330,000). SaOS-2 split-luciferase Mdm2/MdmX complementation, luminescence;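 active = inhibition of at least 50% at 8 µM in the primary screen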
Target sequence (O15151 whole entry, looked up): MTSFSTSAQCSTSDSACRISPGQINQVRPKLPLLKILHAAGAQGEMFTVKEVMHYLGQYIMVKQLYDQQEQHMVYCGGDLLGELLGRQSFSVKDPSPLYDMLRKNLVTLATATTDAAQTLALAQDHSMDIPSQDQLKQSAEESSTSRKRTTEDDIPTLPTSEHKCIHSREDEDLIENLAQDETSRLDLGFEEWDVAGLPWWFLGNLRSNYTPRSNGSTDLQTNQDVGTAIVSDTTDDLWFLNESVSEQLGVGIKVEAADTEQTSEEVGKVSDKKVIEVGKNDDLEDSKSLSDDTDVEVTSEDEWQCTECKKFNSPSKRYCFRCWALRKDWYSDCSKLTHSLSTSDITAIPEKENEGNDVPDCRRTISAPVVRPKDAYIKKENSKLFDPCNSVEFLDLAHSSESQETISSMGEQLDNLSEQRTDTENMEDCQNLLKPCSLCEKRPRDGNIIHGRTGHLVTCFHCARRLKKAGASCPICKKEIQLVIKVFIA
Target sequence (Q00987 whole entry, looked up): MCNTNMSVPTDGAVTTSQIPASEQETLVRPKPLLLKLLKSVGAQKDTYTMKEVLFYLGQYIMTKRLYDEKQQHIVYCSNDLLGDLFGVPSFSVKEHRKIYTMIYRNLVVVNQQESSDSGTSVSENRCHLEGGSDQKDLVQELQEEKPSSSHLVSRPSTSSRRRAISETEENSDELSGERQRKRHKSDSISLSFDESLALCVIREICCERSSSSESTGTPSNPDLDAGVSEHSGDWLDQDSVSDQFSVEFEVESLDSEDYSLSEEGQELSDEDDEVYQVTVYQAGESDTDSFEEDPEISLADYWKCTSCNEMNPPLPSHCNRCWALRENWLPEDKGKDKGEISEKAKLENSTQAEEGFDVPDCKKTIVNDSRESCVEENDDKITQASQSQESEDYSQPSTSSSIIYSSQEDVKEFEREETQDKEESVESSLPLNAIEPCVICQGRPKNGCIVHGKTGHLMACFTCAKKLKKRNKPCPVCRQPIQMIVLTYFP
APJ ag – activates the human apelin receptor APJ. actives 0.11% (n = 330,000). activation, % at 20 µM. AID 2520. P35414. CHO-K1 APJ PathHunter beta-arrestin, luminescence; 0% DMSO wells, 100% apelin;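 active = activation more than six SD over the plate average, tested at 20 µM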;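 note: 0% = DMSO alone and 100% = apelin-13 at 10 nM; some results filed as inactive read as strong as hits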
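Test system – PathHunter CHO-K1 APJ (AGTRL-1) beta-arrestin reporter cells · Input – 1000 cells/well · Compound – single test compound dose, 20 µM final, 1% DMSO · Times – compound stimulation 90 min at 25 °C, detection 60 min · Technique – beta-gal luminescence · Read-out basis – APJ–arrestin association signal · Control set – negative DMSO alone, positive Apelin-13 at 10 nM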
* marks the source's active call; other numbers are inactive results.

SMILES	APJ antagonist	tim23-1 inh	Jurkat NFkB inh	UPR CHOP act	697 NFkB inh	UPR XBP1 act	Mdm2-MdmX inh	APJ ag
Cc1cccc(NC(=O)c2sc(NC(=O)COc3ccccc3)c(C#N)c2C)c1C	7	-6	-4	-1.5	-59	1	-7	0
CC1(C)OC(C)(C)/C(=C/Nc2ccc(O)cc2)C1=O	-49	3	6	1.1	6	-2	-12	3
COc1cc(NC(=O)n2ncc3cc(Cl)ccc32)cc(OC)c1	6	16	-48	5.9	-43	5	-25	0
O=C1CSC(c2cn(-c3ccccc3)nc2-c2ccccc2)N1Cc1ccco1 (stereo not given)	1	7	2	-2.5	-4	-7	-11	-1
S=C(Nc1ccccc1)N1N=C(c2cccs2)CC1c1cccs1 (stereo not given)	-1	23	-34	2.6	-18	-2	14	-1
O=c1[nH]c(C2CCN(S(=O)(=O)c3ccccc3)CC2)nc2c1nnn2Cc1c(F)cccc1Cl	21	15	13	-1.7	-15	-3	24	1
O=C(c1cc2ccccc2o1)N1CCN(S(=O)(=O)c2c(F)cccc2F)CC1	4	38	-8	-0.1	-11	2	-8	-3
CCC1COCCS(=O)(=O)N1Cc1ccccc1 (stereo not given)	6	14	-4	1.2	4	1	-14	0
Cc1cnc(C(=O)Nc2ccc(N3CCOCC3)cc2)cn1	-6	-1	-27	3.8	3	-1	-18	-1
O=C(NC(=S)N1CCCCC1CO)c1cc(Br)ccc1Cl (stereo not given)	25	26	5	2.5	-7	1	9	-7

Some of the entries so far, as labelled records:
Cc1cccc(NC(=O)c2sc(NC(=O)COc3ccccc3)c(C#N)c2C)c1C
  APJ antagonist: 7	tim23-1 inh: -6	Jurkat NFkB inh: -4	UPR CHOP act: -1.5	697 NFkB inh: -59	UPR XBP1 act: 1	Mdm2-MdmX inh: -7	APJ ag: 0

CC1(C)OC(C)(C)/C(=C/Nc2ccc(O)cc2)C1=O
  APJ antagonist: -49	tim23-1 inh: 3	Jurkat NFkB inh: 6	UPR CHOP act: 1.1	697 NFkB inh: 6	UPR XBP1 act: -2	Mdm2-MdmX inh: -12	APJ ag: 3

COc1cc(NC(=O)n2ncc3cc(Cl)ccc32)cc(OC)c1
  APJ antagonist: 6	tim23-1 inh: 16	Jurkat NFkB inh: -48	UPR CHOP act: 5.9	697 NFkB inh: -43	UPR XBP1 act: 5	Mdm2-MdmX inh: -25	APJ ag: 0

O=C1CSC(c2cn(-c3ccccc3)nc2-c2ccccc2)N1Cc1ccco1 (stereo not given)
  APJ antagonist: 1	tim23-1 inh: 7	Jurkat NFkB inh: 2	UPR CHOP act: -2.5	697 NFkB inh: -4	UPR XBP1 act: -7	Mdm2-MdmX inh: -11	APJ ag: -1

Other records:
SMILES	APJ antagonist	tim23-1 inh	Jurkat NFkB inh	UPR CHOP act	697 NFkB inh	UPR XBP1 act	Mdm2-MdmX inh	APJ ag
COCCNC(=O)Cn1cc(/C=C(\C#N)C(=O)NC2CCCC2)c2ccccc21	-11	9	-6	3.6	10	-4	16	-4
O=C(CCN1C(=O)c2ccncc2C1=O)NCc1ccc(Cl)cc1	16	16	-4	-1.3	10	-2	26	-5
CC(C)CC(CO)N1CCN(C(=O)c2ccc(Cl)cc2Cl)CCC1=O (stereo not given)	9	4	-7	-2.2	-14	1	-13	2
COC(=O)C(Cc1ccc(O)cc1)NC(=O)C(C)NC(=O)c1ccc(C(C)(C)C)cc1 (stereo not given)	1	18	2	0.9	2	-5	-17	4
Cc1cnc(C(=O)Nc2ccc(F)c(F)c2)cn1	12	3	-48	3.7	-58	-1	-55	8
COc1nc(N)nc(NC(=O)c2cccs2)c1N=O	-17	-6	-6	70*	-40	-1	19	5
Brc1ccc2nc3c(n2c1)CCCC3	3	10	-2	2.1	-3	-1	13	-3
CCOC(=O)C1CCN(C(=O)/C=C/c2cccs2)CC1	-2	18	-13	0.6	-39	0	-5	1
CCn1c(SCC(=O)N(C)Cc2ccc(OC)c(F)c2)nc2cc(S(N)(=O)=O)ccc21	0	17	-12	2.0	12	-3	6	1
CC(=O)c1ccc(OCCn2cnc3ccccc32)cc1	2	10	24	1.2	-5	1	2	6
COC(=O)c1[nH]c(C)c(/C(O)=C2\C(=O)C(=O)N(CCN(C)C)C2c2cccc(OC)c2OC)c1C (stereo not given)	-3	-8	6	1.4	9	0	-9	-1
CCOc1cccc(NC(=O)/C(C#N)=C/c2cccnc2)c1	-25	79*	-1	-0.3	12	3	5	4
Clc1nc(-c2cccnc2)nc2scc(-c3ccccc3)c12	-7	36	-30	4.8	-74	17	18	0
CC1CCN(C(=O)CSc2nc3ccccc3s2)CC1	16	18	-67	3.5	-72	1	-125	-2
CCn1ncc(Br)c1C(=O)Nc1cc(C)on1	4	10	2	1.7	13	-6	27	-1
Cc1[nH]nc2ncc(C(=O)c3cc(F)ccc3O)cc12	-7	8	18	-1.1	17	6	52*	-6
Cc1[nH]n(-c2cccc(Cl)c2)c(=O)c1C=NCC(C)C	-6	18	-46	2.3	-70	0	-104	-1
Cc1c(C(=O)Nc2cc(S(=O)(=O)N3CCOCC3)ccc2N2CCOCC2)oc2ccccc12	6	26	8	0.2	1	0	30	-3
Cc1cc(C)cc(Oc2cc(NC(=O)c3cn(C)nc3C)cc([N+](=O)[O-])c2)c1	-26	17	-1	6.5	-4	2	29	1
O=C(c1ccc(NS(=O)(=O)c2ccccc2)cc1)N1CCOCC1	-2	12	-5	2.6	-5	1	3	-4
O=C(O)c1ccccc1-c1nc2ccccc2n1-c1ccccc1	-4	15	3	0.4	0	-1	10	6
OCCc1c[nH]c2ccc(OCc3ccccc3)cc12	-4	34	8	0.7	2	0	14	-4
O=C(CN1C(=O)NC2(CCCCCCC2)C1=O)NCc1ccccc1	9	14	-14	1.0	-6	2	16	-3
O=C(CSc1nnc(-c2ccccc2Cl)o1)N1CCOCC1	15	0	-40	4.8	-36	1	-34	-3
CCC(=O)c1ccc(N2CCN(C(=O)c3cccs3)CC2)c(F)c1	-13	14	-57	-1.3	-38	-3	-15	0
Cc1cc(C)nc(NS(=O)(=O)c2ccc(NC(=O)C3COc4ccccc4O3)cc2)n1 (stereo not given)	-8	12	-12	0.5	15	1	25	-1
COc1cc(C(=S)NCc2ccccc2)cc(Br)c1O	17	32	-34	-0.3	-19	-1	6	-3
CN(C)/C=N/c1sc2c(c1C(N)=O)CCCC2	9	11	-21	0.9	-15	0	12	-3
NNC(=O)c1[nH]c2ccc(Cl)cc2c1-c1ccccc1	-3	61*	5	1.6	10	-4	53*	2
CN1CCN(S(=O)(=O)c2ccc(NC(=S)NC(=O)C3CCCCC3)cc2)CC1	14	14	-10	2.0	-7	-2	-5	-3
C=CCNC(=S)Nc1sc2c(c1C#N)CCCC2	3	20	-8	3.4	14	-2	-28	-4
C=CCn1c(COc2ccc(F)cc2)nnc1SCC(=O)N1CC(=O)Nc2ccccc21	-4	15	-6	0.3	25	-2	-1	-3
CCOc1ccccc1C(=O)NCC(=O)OCc1c(C)noc1C	-12	0	-20	0.6	-6	-2	16	-3
Cc1c(NC(=O)CSc2nnc(-c3cccnc3)n2N)c(=O)n(-c2ccccc2)n1C	6	10	10	0.7	16	3	-19	-3
COc1ccc(S(=O)(=O)N2CCC(C(=O)NCc3ccncc3)CC2)cc1	-7	1	1	1.7	2	-2	22	1
C/C(=N\NC(=O)CSc1nc2ccccc2o1)c1ccc(O)cc1	10	0	-23	3.4	13	-1	-26	1
Cc1ccc(S(=O)(=O)Nc2c(NC3CCCCC3)c3ccccc3oc2=O)cc1C	-6	19	2	2.0	-9	-5	12	1
O=C(c1cnc2n(c1=O)CCS2)N1CCN(c2ccccc2F)CC1	-8	6	14	-0.8	-27	-1	-34	11
C=CCNC(=O)C1CC2c3ccccc3C1c1ccccc12 (stereo not given)	21	1	9	2.0	9	-2	14	1
CCc1cc2cc3c(cc2nc1SCC(=O)Nc1nccs1)OCO3	11	-6	-15	8.2	-13	57*	71*	0

As entered above.
Value for C/C(=N\NC(=O)CSc1nc2ccccc2o1)c1ccc(O)cc1 under tim23-1 inh: 0
Value for CCc1cc2cc3c(cc2nc1SCC(=O)Nc1nccs1)OCO3 under UPR XBP1 act: 57*
Value for O=C(CCN1C(=O)c2ccncc2C1=O)NCc1ccc(Cl)cc1 under APJ antagonist: 16

The list goes on.
SMILES	APJ antagonist	tim23-1 inh	Jurkat NFkB inh	UPR CHOP act	697 NFkB inh	UPR XBP1 act	Mdm2-MdmX inh	APJ ag
Oc1c(CN2CCN(c3ccc(F)cc3)CC2)cc(Cl)c2cccnc12	33	54*	48	415*	-5	5	65*	-9
CCc1ccc(C2NC(=S)NC3=C2C(=O)CCC3)cc1 (stereo not given)	9	3	7	1.5	3	0	-13	1
Cc1ccc(C)c(Cn2ncc3ccccc32)c1	-5	19	12	-1.9	-2	-4	-20	-4
O=C(Nc1ccc(O)cc1)c1cc2n(n1)C(C(F)(F)F)CC(c1ccco1)N2 (stereo not given)	12	18	47	-1.4	-27	4	21	-3
CCc1ccccc1NC(=O)CCN1C(=O)c2ccccc2C1=O	15	12	22	0.7	-32	-5	-14	-2
CCOc1ccccc1N/C=C(\C#N)c1nc2ccccc2n1C	26	8	-10	-0.9	16	0	0	-3
Cc1cccc(C)c1OCC(=O)Nc1cccc(C(=O)O)c1	-2	-3	-31	-1.6	-75	-6	2	-3
Cn1nnnc1SCC(=O)N1CCN(C(=O)c2ccco2)CC1	-4	2	3	-1.1	19	0	3	-3
O=S(=O)(Nc1nc(-c2ccccc2)cs1)c1cccc(C(F)(F)F)c1	2	27	-6	1.0	1	1	7	-1
CS(=O)(=O)c1ccc2nc(NC(=O)Cc3ccccc3)sc2c1	10	3	-3	4.9	-2	6	-27	-2
Cc1ccccc1N1CCN(C(=O)c2cc(C3CC3)nn2-c2ccccc2)CC1	-7	43	20	2.4	19	0	43	-5
COCC(=O)NCc1nc2ccccc2[nH]1	7	2	-13	0.8	-21	-3	5	1
C/C(=N\N1CCN(Cc2ccc(Cl)cc2)CC1)c1ccc([N+](=O)[O-])cc1	-14	18	20	1.0	9	-3	15	0
CCC1CCCCN1C(=O)CSc1nc(C)cc(C)n1 (stereo not given)	-3	15	-5	-1.0	14	0	17	-3
N#Cc1ccc(NC(=O)CCc2ccc(S(=O)(=O)N3CCOCC3)cc2)cc1	-5	13	18	-0.3	22	-1	-2	-1
